PglD inh – inhibitors of Campylobacter jejuni PglD acetyltransferase | purified PglD enzyme, DTNB colorimetric CoA detection | inhibition, % at 12.5 µM | 0.098% of 360,000 active | AID 602405; in the data active = inhibition above about 16%, passing the limit was not always enough; inconclusive = no clear call, values can overlap the other calls; also: strong numbers were not always called active
ERp5 block – blocks human ERp5 reductase activity on insulin; inhibition, % at 9.99 µM; ERp5 insulin aggregation, absorbance 650 nm, 90 min; 0.05% of 350,000 active; Q15084;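 active = mean replicate inhibition above about 25%, with every replicate also reaching it, limit read from the data, passing the limit was not always enough; inconclusive = only one of those two criteria met; inactive = neither criterion met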
Target sequence (Q15084 whole entry, looked up): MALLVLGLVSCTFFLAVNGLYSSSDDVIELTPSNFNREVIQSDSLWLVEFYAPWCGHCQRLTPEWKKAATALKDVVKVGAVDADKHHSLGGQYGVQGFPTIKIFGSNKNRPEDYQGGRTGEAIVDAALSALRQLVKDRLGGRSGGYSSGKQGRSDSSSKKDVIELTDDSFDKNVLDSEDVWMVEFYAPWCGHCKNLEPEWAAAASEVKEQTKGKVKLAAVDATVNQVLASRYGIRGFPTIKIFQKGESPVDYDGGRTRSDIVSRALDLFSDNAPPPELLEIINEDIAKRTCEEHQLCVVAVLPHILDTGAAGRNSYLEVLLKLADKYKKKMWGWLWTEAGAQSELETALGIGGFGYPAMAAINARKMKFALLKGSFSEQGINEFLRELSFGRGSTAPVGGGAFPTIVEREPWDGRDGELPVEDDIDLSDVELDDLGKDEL
RAD54 inh – inhibitors of human RAD54 branch migration | RAD54 Holliday junction branch migration, FAM/BHQ fluorescence | inhibition, % at 10.4 µM | 0.14% of 360,000 active;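 active = mean normalized replicate activity at least 40 and at least half of replicates scoring 40 or more; inconclusive = only one of the two criteria met; inactive = mean below 40 and under half of replicates reaching 40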;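 also: 0% = median of neutral control wells and 100% = median of positive control wells; inhibitors cause a drop in the FAM fluorescence signal; in these data hits start at about 50%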
RAD52 anneal inh – RAD52 (human) annealing inhibition; recombinant RAD52 DNA annealing, FRET fluorescence; inhibition, % at 18.7 µM; 0.46% of 360,000 active;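 active = every replicate showing at least 50% inhibition; inconclusive = mean inhibition at least 50% but not in every replicate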
Target sequence (P43351 whole entry, looked up): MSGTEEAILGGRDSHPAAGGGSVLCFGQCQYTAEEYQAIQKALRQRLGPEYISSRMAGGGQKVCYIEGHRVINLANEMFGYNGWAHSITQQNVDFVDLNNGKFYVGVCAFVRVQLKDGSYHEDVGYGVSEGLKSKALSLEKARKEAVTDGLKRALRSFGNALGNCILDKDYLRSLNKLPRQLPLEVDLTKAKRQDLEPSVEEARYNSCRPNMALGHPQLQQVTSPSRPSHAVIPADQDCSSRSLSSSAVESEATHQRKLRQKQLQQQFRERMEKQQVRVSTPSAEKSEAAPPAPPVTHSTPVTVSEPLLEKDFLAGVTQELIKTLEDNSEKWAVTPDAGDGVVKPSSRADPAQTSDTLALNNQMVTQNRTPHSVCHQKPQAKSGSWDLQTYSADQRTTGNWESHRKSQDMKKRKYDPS
ARNT-TACC3 inh – disruptors of human ARNT/TACC3 interaction | Q9Y6A5 | AlphaScreen His-ARNT PAS-B/GST-TACC3 binding, luminescence; TACC3 fragment carries E629A point mutation | inhibition, % at 9.99 µM | 0.66% of 390,000 active;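 active = mean inhibition of replicates at least 50% and at least half of replicates each reaching 50%; inconclusive = half or more replicates reach 50% but mean below 50%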;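 also: 0% = complete ARNT plus TACC3 wells and 100% = ARNT alone without TACC3; many hits fall short of the cut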
Casp6 inh – blocks human caspase-6 cleavage activity. P55212. purified caspase-6, Z-VEID-R110 cleavage fluorescence. inhibition, % at 12.5 µM. 0.53% of 350,000 active. AID 686996;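 active = mean inhibition across replicates at least about 35%, with every replicate also reaching that limit, limit read from the data; inconclusive = only one of the two criteria met; inactive = neither criterion met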;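 also: 0% = median of neutral control wells and 100% = no fluorescence left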
esBAF inh – inhibitors of esBAF chromatin remodeling in mouse ES cells. Bmi1-luciferase knock-in reporter, 24 h; 100% = twice the neutral-well signal. reporter increase, % at 12.5 µM. 2% of 350,000 active; in the data active = activation above about 40%; inconclusive = no clear call, values can overlap the other calls;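 also: 0% = median of the plate's neutral control wells and 100% = double that signal; a rise in the Bmi1 reporter signal indicates esBAF inhibition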
E-sel inducer – E-selectin induction on HUVECs; P16581; HUVEC E-selectin immunofluorescence imaging; normalized: neutral wells 0, TNF-alpha wells 100; activation, % at 7.58 µM; 0.37% of 260,000 active;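 active = mean E-selectin-positive cell signal at least 10% of the positive control, reached in at least 60% of replicates, without over 20% cell loss; inconclusive = no rule given, readout overlaps actives, possibly toxicity-flagged; inactive = the rest, including those meeting only one limit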;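 also: in these data hits start at about 27%; measured in HUVEC primary endothelial cells; signal is the percent of cells scored E-selectin positive by PE staining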
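Assay system: HUVEC, human umbilical vein endothelial cells / Amount: 3,000 HUVEC/well / Controls: TNF-alpha positive control, DMSO neutral control / Compound dosing: single concentration / Medium: EGM-2 over gelatin coat / Evaluation: percent E-selectin-positive cells / Signal: immunofluorescence imaging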
Starred values were filed as active, the others as inactive; ? = inconclusive; / = no result given; & = joins results of further samples; ! = repeats disagree. Hits appear at their usual frequency; about 3.2% have a hit in one of these screens.

The opening 15 entries, to show the layout:
canonical_smiles | PglD inh | ERp5 block | RAD54 inh | RAD52 anneal inh | ARNT-TACC3 inh | Casp6 inh | esBAF inh | E-sel inducer
C[C@H](CO)N1C[C@H](C)[C@@H](CN(C)C(=O)c2cccc(F)c2)Oc2ncc(C3=CCCCC3)cc2C1=O | 1 | -3 | 4 | 7 | 5 | -2 | 2 | -0.1
Cc1cc(NC(=O)c2ccc(Cl)cc2)c(C(C)C)cc1O | 1 | / | 6 | / | -5 | / | -2 | /
O=C(CSc1nnc(C2CC2)n1-c1ccccc1)N1CCCC1 | -4 | 2 | -2 | -15 | 1 | -3 | -5 | -0.1
CCOc1ccc(/C=C2/SC(=S)N(CCC(=O)Nc3ccc(C(=O)O)cc3)C2=O)cc1 | 2 | 1 | -3 | -17 | / | 0 | -37 | 0.3
CCCc1cc(=O)[nH]c(SCc2ccc(F)cc2)n1 | / | ? | / | -12 | -10 | 0 | / | /
C[C@@H]1CCCCO[C@H](CN(C)Cc2ccccc2)[C@H](C)CN([C@H](C)CO)C(=O)c2cc(NS(=O)(=O)c3ccccc3)ccc2O1 | 4 | -3 | -4 | 19 | 5 | -1 | 8 | 2.0
COc1cc(CCC(=O)NCCc2ccc(F)cc2)cc(OC)c1OC | -3 | 4 | -10 | -6 | -2 | -2 | 1 | 0.2
CN(/N=C/c1ccc(Br)o1)C1=NS(=O)(=O)c2ccccc21 | 7 | 4 | -8 | -21 | 5 | -1 | 2 | /
O=C(Nc1ccc(C(=O)N2CCOCC2)cc1)Nc1cccc2ccccc12 | / | -1 | / | -11 | -2 | -5 | / | /
Cc1nn(CCc2nn[nH]n2)c2nc(-c3ccccc3)cc(C(F)(F)F)c12 | / | -2 | / | -11 | -3 | 3 | -7 | /
O=C(COC(=O)c1ccccc1O)NCCC1=CCCCC1 | / | -4 | / | 6 | 7 | -1 | / | /
O=C(NC1CCN(C(=O)Nc2cccc(F)c2)CC1)c1ccco1 | 2 | 5 | -1 | -10 | / | -3 | -5 | 0.2
O=S(=O)(c1ccccc1F)N1[C@@H]2CNC[C@H]1C2c1ccc(/C=C/c2ccccc2)cc1 (stereo partly specified) | / | 0&3 | / | 52*! | / | 0&2 | / | -0.1&0.1
CO[C@@H]1CN(C)C(=O)c2ccc(NC(=O)C3CCCC3)cc2OC[C@H](C)N(C(=O)CC2CC2)C[C@H]1C | -1 | 5 | -1 | -3 | -5 | 2 | 3 | -0.1
O=C(NCC[C@H]1CC[C@@H](NS(=O)(=O)Cc2ccccc2)[C@H](CO)O1)C1CCCCC1 | 5 | 16 | 4 | -5 | 10 | -1 | 0 | -0.1

The listing, repeating the preview:
canonical_smiles | PglD inh | ERp5 block | RAD54 inh | RAD52 anneal inh | ARNT-TACC3 inh | Casp6 inh | esBAF inh | E-sel inducer
C[C@H](CO)N1C[C@H](C)[C@@H](CN(C)C(=O)c2cccc(F)c2)Oc2ncc(C3=CCCCC3)cc2C1=O | 1 | -3 | 4 | 7 | 5 | -2 | 2 | -0.1
Cc1cc(NC(=O)c2ccc(Cl)cc2)c(C(C)C)cc1O | 1 | / | 6 | / | -5 | / | -2 | /
O=C(CSc1nnc(C2CC2)n1-c1ccccc1)N1CCCC1 | -4 | 2 | -2 | -15 | 1 | -3 | -5 | -0.1
CCOc1ccc(/C=C2/SC(=S)N(CCC(=O)Nc3ccc(C(=O)O)cc3)C2=O)cc1 | 2 | 1 | -3 | -17 | / | 0 | -37 | 0.3
CCCc1cc(=O)[nH]c(SCc2ccc(F)cc2)n1 | / | ? | / | -12 | -10 | 0 | / | /
C[C@@H]1CCCCO[C@H](CN(C)Cc2ccccc2)[C@H](C)CN([C@H](C)CO)C(=O)c2cc(NS(=O)(=O)c3ccccc3)ccc2O1 | 4 | -3 | -4 | 19 | 5 | -1 | 8 | 2.0
COc1cc(CCC(=O)NCCc2ccc(F)cc2)cc(OC)c1OC | -3 | 4 | -10 | -6 | -2 | -2 | 1 | 0.2
CN(/N=C/c1ccc(Br)o1)C1=NS(=O)(=O)c2ccccc21 | 7 | 4 | -8 | -21 | 5 | -1 | 2 | /
O=C(Nc1ccc(C(=O)N2CCOCC2)cc1)Nc1cccc2ccccc12 | / | -1 | / | -11 | -2 | -5 | / | /
Cc1nn(CCc2nn[nH]n2)c2nc(-c3ccccc3)cc(C(F)(F)F)c12 | / | -2 | / | -11 | -3 | 3 | -7 | /
O=C(COC(=O)c1ccccc1O)NCCC1=CCCCC1 | / | -4 | / | 6 | 7 | -1 | / | /
O=C(NC1CCN(C(=O)Nc2cccc(F)c2)CC1)c1ccco1 | 2 | 5 | -1 | -10 | / | -3 | -5 | 0.2
O=S(=O)(c1ccccc1F)N1[C@@H]2CNC[C@H]1C2c1ccc(/C=C/c2ccccc2)cc1 (stereo partly specified) | / | 0&3 | / | 52*! | / | 0&2 | / | -0.1&0.1
CO[C@@H]1CN(C)C(=O)c2ccc(NC(=O)C3CCCC3)cc2OC[C@H](C)N(C(=O)CC2CC2)C[C@H]1C | -1 | 5 | -1 | -3 | -5 | 2 | 3 | -0.1
O=C(NCC[C@H]1CC[C@@H](NS(=O)(=O)Cc2ccccc2)[C@H](CO)O1)C1CCCCC1 | 5 | 16 | 4 | -5 | 10 | -1 | 0 | -0.1
Cc1ccc2nc(/C(C#N)=C\c3cc(C)n(-c4cccc([N+](=O)[O-])c4)c3C)[nH]c2c1 | 0 | / | 10 | / | -18 | / | -1 | /
CCOC(=O)CSC1=C(C#N)C(c2ccc3c(c2)OCO3)CC(=O)N1 (stereo unspecified) | -3 | -6 | -4 | -9 | / | 1 | -3 | /
CCn1c(SCC(=O)c2ccccc2)nnc1-c1ccoc1C | -4 | -1 | 5 | -18 | 1 | 3 | 19 | /
O=C(C1CCCCN1S(=O)(=O)c1ccccc1)N1CCN(Cc2ccccc2)CC1 (stereo unspecified) | 2 | / | 2 | / | 17 | / | -2 | /
CC1=C(C(N)=O)C(c2cccc(O)c2)n2nc(CCCO)nc2N1 (stereo unspecified) | 0 | 1 | -10 | -13 | 2 | 0 | -2 | 0.4
COc1cccc(-c2nc3ccccc3c(=O)n2NC(=O)c2cccnc2Cl)c1 | -18 | 3 | -5 | -12 | -4 | -2 | / | 0.1
COc1ccccc1C1N(c2ccc(F)cc2)C(=O)C2CCCN21 (stereo unspecified) | -2 | / | -9 | / | 5 | / | 1 | /
Cc1ccc(NC(=O)CCC(=O)Nc2nnc(C3CCCCC3)s2)cc1 | / | 4 | / | -13 | 0 | 1 | / | 1.8
COCCN1CN=C(Nc2nc3ccccc3s2)NC1 | 0 | / | 0 | / | -11 | / | 23 | /
C[C@@H]1CN([C@H](C)CO)C(=O)c2cc(NC(=O)NC3CCCCC3)ccc2O[C@@H](C)CCCCO[C@H]1CN(C)S(=O)(=O)c1ccc(Cl)cc1 | -2 | -2 | 0 | -122 | 10 | -1 | -3 | 0.6
O=C(CCCCCn1nnc2ccccc2c1=O)N[C@H](C(=O)O)c1ccccc1 | / | 0 | / | -6 | -11 | 2 | / | 8.2
O=C(C[C@@H]1CC[C@H]2[C@@H](COC[C@H](O)CN2Cc2ccc(Oc3ccccc3)cc2)O1)N1CCc2ccccc2C1 | 0 | / | 9 | / | 25 | / | -5 | /
CCN(CC)CC(=O)NC1CC(C)(C)Cc2c1cnn2-c1ccc(F)cc1 (stereo unspecified) | 2 | 6 | -8 | 1 | 11 | 2 | 0 | /
C[C@@H]1CCCCO[C@@H](CN(C)Cc2ccc(Cl)c(Cl)c2)[C@H](C)CN([C@H](C)CO)C(=O)c2cc(NC(=O)c3ccccc3)ccc2O1 | -2 | -1 | -5 | -6 | 11 | 3 | -34 | -0.2
COc1ccc(C(CC(=O)NCC(OC)OC)NS(=O)(=O)c2ccc(Cl)cc2)cc1 (stereo unspecified) | / | 4 | / | -9 | 2 | -5 | / | 5.2
CC(C)CNc1ncnc2c1ncn2[C@H]1CN(Cc2ccc(Cl)cc2)C[C@@H](CO)O1 | 2 | 4 | 14 | -5 | / | 0 | -3 | -0.2
O=C(c1ccc(C(F)(F)F)cc1)N1CCC(=O)N([C@H](COCc2ccccc2)Cc2ccccc2)CC1 | / | 1 | / | -14 | / | 0 | / | 2.5
CCN(Cc1ccccc1)C(=O)c1ccc(CS(=O)c2ccccc2C)o1 (stereo unspecified) | 1 | 1 | -2 | -3 | 11 | -1 | 0 | /
COc1ccccc1NC(=O)COC(=O)C1CC2C=CC1C2 (stereo unspecified) | / | -2 | / | 9 | 1 | 1 | / | 4.3
CC(=O)N1[C@@H]2c3ccc(C4=CCCC4)c(=O)n3C[C@H]1[C@H](CO)[C@H]2C(=O)NC1CCC1 | -1 | -9 | 5 | 3 | -6 | 3 | 7 | 0.0
Cn1c(NCc2cccnc2)nc2cc(-c3ccc(F)cc3)sc2c1=O | -2 | 1 | 1 | -13 | / | 0 | 37 | /
CCSc1nnc(NC(=O)c2ccc3nc[nH]c3c2)s1 | 2 | 1 | -8 | -37 | -1 | -2 | 91* | -0.4
O=C(Cn1nc(C(=O)O)c2ccccc2c1=O)Nc1nc(-c2ccccc2)cs1 | / | -2 | / | -13 | -5 | -2 | 22 | /
CCc1cccc(CC)c1NC(=O)c1ccc(-c2cc(Cl)ccc2Cl)o1 | 2 | 3 | 2 | -3 | / | -2 | -3 | /
CCOc1ccc(NC(=O)CN2CCN(CC(=O)Nc3ccc(C(=O)OC)cc3)CC2)cc1 | -1 | / | 8 | / | -3 | / | -4 | /
Cc1cc(Nc2cccc(C)c2C)n2ncnc2n1 | -1 | -2 | 3 | -12 | / | -1 | 4 | -0.3
CN(C(=O)c1nn(C)c2c1CSc1ccccc1-2)c1ccccc1Cl | -3 | 5 | -5 | -1 | 5 | 3 | 6 | /
CCCCNC(=O)C1CCN(S(=O)(=O)N2CCOCC2)CC1 | 0 | 4 | -4 | -10 | -4 | -3 | -8 | /
CCn1nc(C(=O)NNC(=O)CCOc2cc(C)ccc2C)c2ccccc2c1=O | 3 | -4 | -6 | -24 | -11 | 0 | / | -1.9
COc1ccccc1N/C(=N/S(=O)(=O)c1ccc(Cl)cc1)c1ccccc1 | -3 | / | -3 | / | -1 | / | -7 | /
CSCCC(NC(=O)COc1ccccc1)C(=O)N(C)Cc1c(F)cccc1Cl (stereo unspecified) | -1 | -18 | 9 | -11 | / | -1 | -1 | 0.0
COc1ccc(-c2nnc(SCC(=O)Nc3ccc4c(c3)OCCO4)n2N)cc1OC | 3 | / | 12 | / | 0 | / | -4 | /
C/C=C/c1ccccc1[C@H]1[C@@H](C#N)N(S(=O)(=O)c2cccc(F)c2)[C@H]1CO | / | 3 | / | 5 | / | -6 | / | -0.2
C[C@@H]1CN([C@H](C)CO)C(=O)Cc2cc(NS(=O)(=O)c3cn(C)cn3)ccc2O[C@@H]1CN(C)S(=O)(=O)c1cccs1 | 1 | -1 | 6 | 4 | / | / | -1 | -0.2
CN(CC1CCOCC1)C(=O)CC1C(=O)NCCN1Cc1ccccc1F (stereo unspecified) | -2 | -2 | -3 | -18 | -1 | -1 | 3 | -0.2
COc1ccc(-c2cnc3c(c2)C(=O)N([C@H](C)CO)C[C@@H](C)[C@H](CN(C)Cc2ccc(C(=O)O)cc2)O3)cc1 | -3 | 0 | 5 | -15 | -2 | 0 | -1 | -0.1
CC(C)(C)c1ccc(S(=O)(=O)NC(=O)C2(C)CCN2C(=O)Cc2ccc(-c3ccccc3)cc2)cc1 (stereo unspecified) | -7 | -4 | 2 | -10 | / | 7 | -5 | -0.2

Assay outcomes from PubChem BioAssay.
